Screening data: PubChem, Icahn School of Medicine at Mount Sinai
RBX1-CUL1 inh: human ROC1-CUL1 E3 ligase inhibition. 0.6% of 140,000 active. inhibition, % at 10 µM. P62877+Q13616. in vitro K48 di-Ub FRET, acceptor:donor ratio, 45 min; in the data active = inhibition above about 25%
Target sequence (P62877 whole entry, looked up): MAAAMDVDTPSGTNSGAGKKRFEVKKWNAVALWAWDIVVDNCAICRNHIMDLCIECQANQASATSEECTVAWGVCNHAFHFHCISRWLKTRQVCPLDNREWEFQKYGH
Target sequence (Q13616 whole entry, looked up): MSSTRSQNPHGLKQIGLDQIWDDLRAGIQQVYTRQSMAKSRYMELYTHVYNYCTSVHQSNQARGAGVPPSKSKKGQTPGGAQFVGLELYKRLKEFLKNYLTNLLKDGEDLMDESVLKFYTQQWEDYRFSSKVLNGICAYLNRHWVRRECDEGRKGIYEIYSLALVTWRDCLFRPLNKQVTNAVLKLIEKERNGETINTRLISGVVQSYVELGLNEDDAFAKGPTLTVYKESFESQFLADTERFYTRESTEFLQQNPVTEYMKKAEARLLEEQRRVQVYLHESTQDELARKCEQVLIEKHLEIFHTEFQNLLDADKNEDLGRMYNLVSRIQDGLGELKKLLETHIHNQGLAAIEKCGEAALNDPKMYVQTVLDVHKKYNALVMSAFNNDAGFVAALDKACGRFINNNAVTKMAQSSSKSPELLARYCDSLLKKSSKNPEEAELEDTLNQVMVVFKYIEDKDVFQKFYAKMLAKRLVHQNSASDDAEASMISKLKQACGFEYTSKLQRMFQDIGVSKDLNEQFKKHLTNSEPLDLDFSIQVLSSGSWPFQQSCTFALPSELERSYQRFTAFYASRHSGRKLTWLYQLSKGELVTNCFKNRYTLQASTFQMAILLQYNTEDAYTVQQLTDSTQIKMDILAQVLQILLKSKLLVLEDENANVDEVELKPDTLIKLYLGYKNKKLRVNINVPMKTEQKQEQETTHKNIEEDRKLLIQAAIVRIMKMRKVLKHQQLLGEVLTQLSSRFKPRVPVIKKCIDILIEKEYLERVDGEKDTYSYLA
* = called active by the depositor. This is a subset, so the mix of outcomes need not match the whole.

SMILES	RBX1-CUL1 inh
COc1ccc(CNC2CCCC2)c(OCC(O)CN2CCCC2)c1 (stereo not given)	4
CC12CCC(C(=O)Nc3cc(C(F)(F)F)ccc3Cl)(OC1=O)C2(C)C (stereo not given)	-9
Cc1sc(-n2cccc2)c(C(C)NC(=O)Nc2ccccc2Cl)c1C (stereo not given)	2
OCCNc1ccc2ccccc2n1	-1
O=C(Nc1ccc(F)cc1Cl)C1Cc2ccccc2N1C(=O)c1ccccc1 (stereo not given)	2
Cc1ccc(-c2noc(CN(C(=O)c3ccc(C(C)(C)C)cc3)C(C)C)n2)cc1	7
O=C(Nc1cccc(Cl)c1)Nc1nc2ccccc2[nH]1	3
COC(=O)[C@@H]1CCCN1C(=O)Cc1ccc(N2CCC(NCCc3ccccn3)CC2)cc1	5
CCc1ccccc1NC(=O)Cn1c(=O)n(-c2ccc(C)cc2)c(=O)c2c1c1cc(C)ccc1n2C	-2
COc1ccccc1N(CC(=O)NCCSCc1ccccc1)S(=O)(=O)c1ccc(C)cc1	1
O=c1cc(C2CCNCC2)nc(C2CN(Cc3ccccc3)CCO2)[nH]1 (stereo not given)	-2
Cc1ccc(CN2CCN(c3nc4c([nH]3)c(=O)n(C)c(=O)n4C)CC2)cc1	12
Cc1ccc([N+](=O)[O-])c(Cc2cc(C)ccc2[N+](=O)[O-])c1	6
COc1ccc(CNC(=O)C2CCCN2C(=O)OCc2ccccc2)cc1 (stereo not given)	-7
CCN(CC)C(=O)CSc1nc(-c2ccc(OC)cc2)cc(-c2cccs2)c1C#N	7
O=C(N/N=C/c1ccc(Sc2cccc3cccnc23)o1)c1ccccc1[N+](=O)[O-]	6
O=C(CSc1n[nH]c(-c2ccccc2Cl)n1)NCCCc1ccccc1	0
CCc1csc(CNC(=O)c2ccc(N(C)C3CCOC3)nc2)n1 (stereo not given)	-3
O=C(c1ccc(F)cc1)n1nc(-c2ccccc2)nc1NCc1ccc(F)cc1	7
CCc1ccc(N2C(=O)CC(N3CCC4(CC3)OCCO4)C2=O)cc1 (stereo not given)	-1
O=C(C1CCCO1)N1CCN(c2ccc(F)cc2)CC1 (stereo not given)	0
O=C(N[C@@H]1CSC[C@H]1OC(=O)c1ccccc1)c1ccccc1	-8
CCC(C)NS(=O)(=O)c1ccc(Br)s1 (stereo not given)	1
O=C1C2C3C=CC(O3)C2C(=O)N1n1cnnc1 (stereo not given)	11
COc1ccc(S(=O)(=O)NCC2CCCN(Cc3ccc4c(c3)OCCO4)C2)cc1 (stereo not given)	16
CSc1nn(Cc2ccc(F)cc2)c(N)c1S(=O)(=O)c1ccc(Cl)cc1	-7
Cc1cc(/C=C2\C(=O)NC(=O)N(C3CCCCC3)C2=O)c(C)n1-c1ccc(Cl)c(C(=O)O)c1	10
CCOC(=O)c1ccc2nc(NC(=O)COC(=O)c3nn(C)cc3Cl)sc2c1	-6
CSc1ccc(S(=O)(=O)N2CC(=O)Nc3ccccc32)cc1	11
CCC(C)C(=O)Nc1ccc([N+](=O)[O-])cc1C (stereo not given)	-11
Cc1ccc(C)c(N=Cc2cc3c(cc2[N+](=O)[O-])OCO3)c1	-8
O=C(c1ccc(N2CCOCC2)nc1)N1CCC(CCn2cccn2)CC1	1
Cc1noc2ccc(CN3CCCC(c4cc(=O)[nH]cn4)C3)cc12 (stereo not given)	-4
C=CCN1C(=O)C(C=Nc2cccnc2Cl)C(=O)N(CCCC)C1=O (stereo not given)	-3
CC(C)N(C)Cc1nnnn1CC(=O)N1CCN(c2ccccc2F)CC1	10
COc1ccc(C2C3C(C)=NN=C3CC(C)(O)C2C(C)=O)cc1 (stereo not given)	8
O=C(CCc1ccccc1)NCC1CCCO1 (stereo not given)	1
O=S(O)c1cccc2ccc(O)cc12	-13
O=C(CCn1cncn1)N1CCCC(Nc2ccc3c(c2)OCCO3)C1 (stereo not given)	-4
Cc1cccc(NC(=O)CSc2nc3c(oc4ccccc43)c(=O)n2-c2ccc(F)cc2)c1	-3
CCc1nc(C)cn1S(=O)(=O)c1ccc(OC)c(C)c1	4
Cc1cccc(CNC(=O)CS(=O)(=O)c2cccc3nsnc23)c1	0
CCC(=O)Nc1cc(Oc2cccc(C)c2)cc([N+](=O)[O-])c1	-1
CCCn1nccc1NC(=O)Cn1cc(-c2ncnc3ccsc23)cn1	-5
CCOc1ccc(NC(=O)c2cccc(OC(=S)N3CCC(C)CC3)c2)cc1	4
COc1cccc(C(=O)NCCC(C)C)c1	-3
CCc1cccc2c(-c3ccccc3)nc(SCC(=O)Nc3ccccc3OC)nc12	-6
CC(=O)N1CCc2cc(S(=O)(=O)NC(CC(C)C)C(=O)NCCc3ccc(C)cc3)ccc21 (stereo not given)	3
CC(=O)CSc1ccc(Br)cc1	5
Cc1cc(C)nc(NC(=NCc2ccccc2)NC(=O)Nc2ccccc2)n1	3
Cc1cc(OC(C)C(=O)Nc2c(C(=O)c3ccc(F)cc3)oc3ccccc23)ccc1Cl (stereo not given)	1
COc1ccc(N2C(=O)CC(Sc3nccc(C)n3)C2=O)cc1 (stereo not given)	6
Oc1ccc(-c2[nH]ncc2Oc2ccccc2)c(O)c1	-6
COc1ccccc1C(=O)Nc1ccc(S(=O)(=O)N(C)c2ccccc2)cc1	-2
COc1ccc(C)cc1NC(=O)Cn1c(=O)c(C(F)(F)F)nc2ccccc21	6
COc1ccc(C2SCCN2C(=O)c2ccc([N+](=O)[O-])cc2)cc1[N+](=O)[O-] (stereo not given)	13
CC(C)COC(=O)c1ccc(NC(=O)C2CCC(N3C(=O)C4C5C=CC(C6CC56)C4C3=O)CC2)cc1 (stereo not given)	3
Cc1cc(N2CCCCC2)nc2ccc(NC(=O)/C=C/c3ccc(OC(C)C)cc3)cc12	2
CCN1C(=O)c2ccccc2Sc2ccc(NC(=O)Nc3ccc(Br)c(C)c3)cc21	-3
CC(C)Cc1nn2c(=O)cc(COC(=O)c3ccccc3NC(=O)C3CCCCC3)nc2s1	-2
Other results:
SMILES	RBX1-CUL1 inh
CSc1ccc(CNc2ccc(S(N)(=O)=O)cc2)cc1	-7
CSc1ccc(CCNC(=O)Cn2ncc3c(=O)oc4ccc(C)cc4c32)cc1	-10
COC(=O)c1ccc(Cl)cc1NC(=O)N1CC(C)Oc2ccccc21 (stereo not given)	6
O=C1NCCCC[C@@H]1Nc1ccc(C(=O)N2CCC(Cn3cccn3)CC2)cn1	4
CCN(CC)c1ccc(N=C2C(=O)c3ccccc3C(=O)C2N(C(C)=O)c2ccccc2)cc1 (stereo not given)	11
O=C1C2C3C=CC(C3)C2C(=O)N1c1ccccc1OS(=O)(=O)c1cc(Cl)ccc1Cl (stereo not given)	5
COc1cccc(CNC(=O)c2cc3c(=O)n(C)c4ccccc4c3n2C)c1	-5
CCCCCC(=O)Nc1cccc(O)c1	0
COc1ccc(C(=O)N2CCC(c3nc4ccccc4s3)CC2)cc1Cl	7
CC(C)(Oc1ccc(Cl)cc1)C(=O)Nc1cccc(-c2cn3cccnc3n2)c1	-7
O=C(Nc1ccccc1Cl)c1sc(Cl)nc1-c1ccccc1	0
COc1ccccc1N1CCN(C2CC(=O)N(c3ccc(C(C)C)cc3)C2=O)CC1 (stereo not given)	12
COc1cccc(CC2(CO)CCCN(Cc3cccnc3)C2)c1 (stereo not given)	2
COC(=O)c1c(NC(=O)c2cccc(COCC(F)(F)C(F)F)c2)sc2c1CCCC2	6
O=C(O)CCCCCN1C(=O)C2CC=CCC2C1=O (stereo not given)	-2
CC(C)CC(=O)NCc1ccccn1	9
CCc1ccc(-n2nnc(C(=O)Nc3ccccc3C)c2C)cc1	2
Cc1cccc(OCCNC(=O)c2cncc(Br)c2)c1	0
Cc1cc(=O)oc2cc(OCC(=O)Nc3ccccc3Cl)ccc12	1
O=C(O)CCCC(=O)N1CCN(c2ccccc2)CC1	13
COC(=O)CC1Oc2ccc(C)cc2-n2cc(-c3ccc(C)cc3)nc21 (stereo not given)	-2
c1n[nH]c(SC2CCCCC2)n1	9
Cc1ccc(-n2ncc(C(=O)NCCN3CCc4ccccc4C3)c2C2CCNCC2)cc1C	1
CCOc1ccc(NCc2cccn2-c2nnc(N3CCC(C(=O)NCc4ccccc4Cl)CC3)s2)cc1	4
CCOC(=O)c1cc2c(=O)n3ccccc3nc2n(CC2CCCO2)c1=NC(=O)c1ccc(C(C)(C)C)cc1 (stereo not given)	6
CCCCCn1c(-c2ccc(S(=O)(=O)N3CCCC3)cc2)csc1=Nc1ccccc1	2
O=C(NCc1ccccc1)c1ccc2c(c1)CCN2S(=O)(=O)c1ccc(Cl)cc1	-3
CSc1nc(-c2ccccc2)nn1C(=O)c1ccc(F)cc1	5
CCCn1c2ccccc2c2cnn(CC(=O)NCC3CCN(Cc4ccc(F)cc4)CC3)c(=O)c21	4
N#Cc1c(N)[nH]c(=S)c(C#N)c1-c1ccsc1	-6
O=C1C2CCCCC2C(=O)N1c1ccc(F)cc1 (stereo not given)	-6
O=C(c1ccc2ccccc2c1)N1CCN(S(=O)(=O)c2cccs2)CC1	-2
Cc1ccccc1C(=O)NC(NC(=O)c1ccccc1C)c1ccccc1Cl	3
Cc1oc(-c2ccccc2NC(=O)CC2CCCC2)nc1CNC(=O)Cn1c(=O)oc2ccccc21	7
COc1ccc(-c2noc(N3CCN(c4cccc(C)c4C)CC3)n2)cc1OC	4
Cc1cc(Nc2cccc(C)c2C)c2c(N)cc(C)c(C)c2n1	-6
CC(C)(C)C1CCc2c(sc3nc(-c4cc5cc(Br)ccc5oc4=O)[nH]c(=O)c23)C1 (stereo not given)	-6
CCOc1ccccc1NC(=O)C1C(C)=NC(=S)NC1c1ccccc1F (stereo not given)	-6
NC(=O)C(Cc1ccc2c(c1)OCO2)=NC(=O)c1cccc(Br)c1	13
CC(CNC(=O)CN1C(=O)c2cccnc2Oc2ccc(Cl)cc21)c1ccccc1 (stereo not given)	9

Already shown: entries from further up.
SMILES	RBX1-CUL1 inh
NC(=O)C(Cc1ccc2c(c1)OCO2)=NC(=O)c1cccc(Br)c1	13
CC(CNC(=O)CN1C(=O)c2cccnc2Oc2ccc(Cl)cc21)c1ccccc1 (stereo not given)	9

(listing goes on)
SMILES	RBX1-CUL1 inh
CC(C)(C)NC(=O)c1ccc(N2CCOCC2)cc1	4
Cc1cnc(C(=O)N2C[C@H]3OC(=O)N(CCCc4ccc(F)cc4)[C@H]3C2)[nH]1	2
COCc1cc(C)nc(NO)c1C#N	-2
O=C(c1cc(-c2ccco2)nc2ccccc12)N1CCN(C(=O)c2cc(-c3ccco3)nc3ccccc23)CC1	10
O=C(c1nc2sccn2c1CN1CCCC1c1nccs1)N1CCCCCCC1 (stereo not given)	-2
CCCOc1ccc(C(=O)Nc2ccc(N3CCN(S(C)(=O)=O)CC3)cc2)cc1	-6
O=C(Cn1c(=O)n(Cc2ccc(C(=O)NCc3ccc4c(c3)OCO4)cc2)c(=O)c2ccccc21)Nc1ccc(F)cc1F	5
CCOC(=O)c1ccccc1NC(=O)CN(c1ccccc1)S(=O)(=O)c1ccc(OCC)cc1	6
COc1ccc(NC(=O)C2C(C)=Nc3c(C(=O)Nc4ccc(C)cc4)cnn3C2c2cc(OC)ccc2OC)cc1 (stereo not given)	-8
Nc1cnc(-c2ccc(C(=O)O)cc2)nc1	6
C=CCNCCCCOc1ccccc1	6
Cn1c(SCc2ccc(F)cc2)nnc1-c1cnn(-c2ccccc2)c1N	9
O=C(Oc1ccc(I)cc1)c1cccc(Cl)c1	2
COc1ccccc1NC(=O)c1ccc(-n2nc(C(F)(F)F)c3c2CCCC3)cc1	4
COc1ccc(-n2cnc3c(oc4ccccc43)c2=O)cc1	-6
CC(C)CN1CCC(CNc2nncc(-c3ccccc3F)n2)CC1	-4
CCOC(=O)[C@H]1NC(=O)C[C@H]1c1ccccc1	-2
O=C1C(Cl)=C(Oc2ccccc2)C(=O)N1c1ccccc1	2
CN1CCN(C(=O)c2nc(-c3ccccc3)n(-c3ccccc3)n2)CC1	9
O=C(Oc1ccccc1)c1ccccc1OC(=O)C1CCCC1	3

7 entries from above, reformatted.
canonical_smiles,RBX1-CUL1 inh
O=C(c1cc(-c2ccco2)nc2ccccc12)N1CCN(C(=O)c2cc(-c3ccco3)nc3ccccc23)CC1,10
O=C(c1nc2sccn2c1CN1CCCC1c1nccs1)N1CCCCCCC1 (stereo not given),-2
CCCOc1ccc(C(=O)Nc2ccc(N3CCN(S(C)(=O)=O)CC3)cc2)cc1,-6
O=C(Cn1c(=O)n(Cc2ccc(C(=O)NCc3ccc4c(c3)OCO4)cc2)c(=O)c2ccccc21)Nc1ccc(F)cc1F,5
CCOC(=O)c1ccccc1NC(=O)CN(c1ccccc1)S(=O)(=O)c1ccc(OCC)cc1,6
COc1ccc(NC(=O)C2C(C)=Nc3c(C(=O)Nc4ccc(C)cc4)cnn3C2c2cc(OC)ccc2OC)cc1 (stereo not given),-8
Nc1cnc(-c2ccc(C(=O)O)cc2)nc1,6

Four of the entries above in order of the RBX1-CUL1 inh value, ascending:
SMILES	RBX1-CUL1 inh
CCCOc1ccc(C(=O)Nc2ccc(N3CCN(S(C)(=O)=O)CC3)cc2)cc1	-6
CCOC(=O)[C@H]1NC(=O)C[C@H]1c1ccccc1	-2
O=C(Cn1c(=O)n(Cc2ccc(C(=O)NCc3ccc4c(c3)OCO4)cc2)c(=O)c2ccccc21)Nc1ccc(F)cc1F	5
CCOC(=O)c1ccccc1NC(=O)CN(c1ccccc1)S(=O)(=O)c1ccc(OCC)cc1	6

New compounds follow:
SMILES	RBX1-CUL1 inh
CCc1ccc(CN(C)C(=O)CCC2(Cc3ccc(OC)cc3F)CCC(=O)N2)cc1 (stereo not given)	-1
O=C(CSc1nc2ccccc2c(=O)n1-c1ccccc1)Nc1ccc(Cl)cc1	-2
CC(C)NC(=O)c1ccc(Cn2c(SCc3ccc(F)cc3)nc3cccnc32)cc1	-3
CCCCn1c(CN2CCN(CC(=O)NC(C)C)CC2)cnc1S(=O)(=O)CC	-7
CC(C)(C)C1C/C(=C\c2ccccc2)C(=O)/C(=C/c2ccccc2)C1 (stereo not given)	-6
O=C1CCC(CCC(=O)N2CCN(c3ccc(Cl)cc3)CC2)(Cc2cccc3ccccc23)N1 (stereo not given)	-1

Given with bars between the fields: part of the list above.
Compound | RBX1-CUL1 inh
Cc1ccc(CN2CCN(c3nc4c([nH]3)c(=O)n(C)c(=O)n4C)CC2)cc1 | 12
Cc1cc(=O)oc2cc(OCC(=O)Nc3ccccc3Cl)ccc12 | 1
CC(=O)N1CCc2cc(S(=O)(=O)NC(CC(C)C)C(=O)NCCc3ccc(C)cc3)ccc21 (stereo not given) | 3
O=C(N[C@@H]1CSC[C@H]1OC(=O)c1ccccc1)c1ccccc1 | -8
Cc1ccc(-c2noc(CN(C(=O)c3ccc(C(C)(C)C)cc3)C(C)C)n2)cc1 | 7
